Compound activity as filed in PubChem BioAssay.
ERK AVP block = qHTS Assay for Inhibitors of the ERK Signaling Pathway using a Homogeneous Screening Assay; 72,000 tested, 0.99% active; AID 995, 2007; Potency, µM (doses to about 57.5 µM), without a hit: top-dose activity, negative = inhibition, actives largely listed as inhibitors; HEK293-V1b, vasopressin-stimulated pERK AlphaScreen; note: potency is the fitted concentration of half-maximal effect; % is set by controls: 0 for no effect and ±100 for the full control effect; nearly all actives have a fitted effect of over 55% in size
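V1b-HEK293 cells; cpd 30 min 37C; 25 nM vasopressin 5 min; lyse 10 min; AlphaScreen beads 5 hr RT. Normalized to DMSO basal and 25 nM vasopressin; AC50 by Hill fit.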
Ub-GFP proteasome = Ubiquitin-GFP Assay | Ubiquitin-GFP reporter cells, proteasome inhibition, GFP fluorescence; response scale: untreated = 0%, 10 µM MG-132 = 100% | 67,000 tested, under 10 active | Potency, µM (titrated, usually from 45.9 µM), without a hit: top-dose activation (GFP accumulation), actives largely listed as activators; active = well fitted activation curve with a large enough effect, not every such curve was filed as active; inconclusive = small, poorly fitted or top-dose-only effect, or another doubt; inactive = no such curve, though single readings can be large or run the other way; note: potency is the fitted concentration of half-maximal effect
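Reporter cells (U2OS, ubiquitin-G76V-GFP fusion) are plated overnight, then treated 4 hr at 37 °C with compound titrations from 46 uM down to 2.9 nM. Activity is scaled against untreated cells and 10 uM MG-132.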
Pol III holo inh = qHTS Assay for Inhibitors of DNA Polymerase III Holoenzyme System | reconstituted DNA polymerase III holoenzyme replication, biochemical | Potency, µM (highest dose often 57.1 µM), inactives show at the top dose activity change, negative = inhibition | 71,000 tested, 0.25% active | AID 603, 2007; note: potency is the fitted concentration of half-maximal effect; % is set by controls: 0 for no effect and ±100 for the full control effect
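Reconstituted *E. coli* holoenzyme (0.35 nM Pol III, 1 nM beta, 154 nM SSB, 2 nM primase) was preincubated with compound for 15 min at RT. Synthesis on 1.4 nM ssM13Gori ran 35 min, then was stopped with PicoGreen/EDTA and read as dsDNA fluorescence.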
Hsp90 Hop PPI = qHTS Assay for Disrupters of an Hsp90 Co-Chaperone Interaction; AID 595, 2007; Potency, µM (series often up to 57 µM), for inactives: at the top dose activity change, negative = inhibition; Hsp90 C-terminal peptide / TPR2A (Hop) interaction, human; 71,000 tested, 0.44% active; AlphaScreen TPR2A-His6 binding biotin-Hsp90 C-terminal peptide; active = well fitted curve in either direction with a large enough effect; inconclusive = small, poorly fitted or top-dose-only effect, or another doubt; note: potency is the fitted concentration of half-maximal effect; % is set by controls: 0 for no effect and ±100 for the full control effect; many of its hits are not listed in these tables
Tau filament bind = qHTS Assay for Tau Filament Binding | Microtubule-associated protein tau (Homo sapiens), P10636 | 71,000 tested, 2% active | AID 596, 2007 | Potency, µM (series often up to 57.1 µM), for the others: at the top dose activity change, negative = inhibition | recombinant tau filaments, thioflavin S fluorescence, 15 h; filaments grown with octadecylsulfate alongside compound;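 note: potency is the fitted concentration of half-maximal effect; % is set by controls: 0 for no effect and ±100 for the full control effect; actives lower thioflavin S fluorescence by blocking filaments or displacing dye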
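Tau 2 uM in ThS buffer dispensed; compound added; 60 uM ODS added (finals 1 uM tau, 30 uM ODS); 15 h 37 C; fluor ex450/em510.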
HBB splicing = qHTS Assay for Modulators of Hemoglobin Beta Chain Splicing; HBB splicing reporter cell assay, activation; EGFP reporter with mutant IVS2-654 intron; response scale: normalised to 500 nM splice-correcting PNA; Potency, µM (series often up to 46.1 µM), for the others: at the top dose activation, hits mostly activators; 65,000 tested, 0.06% active; AID 925, 2007; note: potency is the fitted concentration of half-maximal effect; 0% is about no effect
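HeLa cells stably expressing EGFP interrupted by mutant beta-globin intron 2 (IVS2-654), 500/well in 2% FCS. Treated with compound for 2 days at 37C. Splicing correction scored as total well GFP intensity (488 nm excitation, 500-520 nm emission); 500 nM antisense PNA served as control.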
GFP derepression = qHTS Assay for Epigenetic Modulators. AID 597, 2007. 68,000 tested, 0.09% active. Potency, µM (highest dose often 46.1 µM), for inactives: at the highest dose GFP derepression (activation). mouse C127i GFP locus derepression, cytometry, 30 h; note: % of control where 0% means no effect
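Read-out is the number of GFP-positive cells, scored as fluorescent objects 20 to 120 um wide, reflecting derepression of a silenced CMV-GFP reporter in murine C127i cells after 30 h compound exposure at 37 C.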
ALOX15 inhib = qHTS Assay for Inhibitors of 15-hLO (15-human lipoxygenase); purified 15hLO-1, xylenol orange hydroperoxide absorbance; Potency, µM (series often up to 57.1 µM), inactives show at the highest dose activity change, negative = inhibition, hits mostly inhibitors; 74,000 tested, 1.4% active; AID 887, 2007; note: potency is the fitted concentration of half-maximal effect; % is set by controls: 0 for no effect and ±100 for the full control effect; nearly all actives have a fitted effect of over 55% in size
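Inhibition is scored from a chromogenic endpoint. After 15 min enzyme-compound contact, arachidonic acid (50 uM final) reacts 6 min with 40 nM 15hLO-1 at room temperature, then Fe-XO reagent is added for 30 min and absorbance ratio recorded.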
FLuc inh = qHTS Assay for Inhibitors of Firefly Luciferase; Luciferin 4-monooxygenase (Photinus pyralis), P08659; purified firefly luciferase, luminescence, 8 min; Potency, µM (titrated, usually from 57.1 µM), without a hit: top-dose activity change, negative = inhibition, most hits filed as inhibitors; 72,000 tested, 2.2% active; note: potency is the fitted concentration of half-maximal effect; % is set by controls: 0 for no effect and ±100 for the full control effect; nearly all actives have a fitted effect of over 40% in size
Target sequence (P08659 whole entry, looked up): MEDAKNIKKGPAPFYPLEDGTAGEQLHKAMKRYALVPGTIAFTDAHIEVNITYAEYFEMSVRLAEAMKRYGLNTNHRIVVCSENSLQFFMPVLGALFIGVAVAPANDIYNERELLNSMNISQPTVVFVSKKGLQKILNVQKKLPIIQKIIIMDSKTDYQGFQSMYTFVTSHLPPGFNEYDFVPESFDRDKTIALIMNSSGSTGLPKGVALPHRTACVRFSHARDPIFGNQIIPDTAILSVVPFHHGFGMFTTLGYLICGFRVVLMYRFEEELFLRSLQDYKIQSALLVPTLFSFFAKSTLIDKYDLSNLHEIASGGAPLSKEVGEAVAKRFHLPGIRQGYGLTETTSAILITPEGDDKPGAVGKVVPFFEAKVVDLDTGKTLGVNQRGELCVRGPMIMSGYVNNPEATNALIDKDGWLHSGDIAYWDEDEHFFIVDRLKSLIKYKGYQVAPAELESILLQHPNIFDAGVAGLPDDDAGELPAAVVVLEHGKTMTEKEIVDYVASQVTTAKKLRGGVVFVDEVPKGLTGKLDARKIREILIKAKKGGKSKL
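qHTS concentration-response profiling: light output of P. pyralis luciferase with luciferin and 10 uM ATP, imidazole buffer pH 7.2. Read by luminescence after 8-min room-temperature incubation.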
CRE-bla Fsk = Cell signaling CRE-BLA (Fsk stim) | CHO CRE-bla reporter (cAMP response element driving beta-lactamase), forskolin EC10, beta-lactamase ratio | Potency, µM (titrated, usually from 38.2 µM), without a hit: at the highest dose activity change, negative = inhibition, most hits filed as activators | 71,000 tested, 2.5% active | AID 662, 2007; active = well fitted activation curve with a large enough effect in the signal ratio, with a control signal flat, not every such curve was filed as active; inconclusive = small, poorly fitted or top-dose-only effect, or effect the other way, or a change in a side signal; the % refers to the signal ratio; note: potency is the fitted concentration of half-maximal effect; % of control where 0% means no effect
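AC50 values, positive or negative, reflect shifts in EC10 NKH 477-induced CRE-bla reporter activity in CHO cells. Incubation lasted 3 h at 37 °C before CCF4 substrate (2 h, room temperature) and ratiometric 460/530 nm reading.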
HADH2 inhib = qHTS Assay for Inhibitors of HADH2 (Hydroxyacyl-Coenzyme A Dehydrogenase, Type II). 73,000 tested, 3.4% active. Potency, µM (titrated, usually from 57.1 µM), without a hit: at the highest dose activity change, negative = inhibition, hits mostly inhibitors. AID 886, 2007. recombinant HADH2, NADH fluorescence, beta-hydroxybutyryl-CoA; note: potency is the fitted concentration of half-maximal effect; % is set by controls: 0 for no effect and ±100 for the full control effect; nearly all actives have a fitted effect of over 60% in size; many of its hits are not listed in these tables
Target sequence (Q99714 whole entry, looked up, one chain of several): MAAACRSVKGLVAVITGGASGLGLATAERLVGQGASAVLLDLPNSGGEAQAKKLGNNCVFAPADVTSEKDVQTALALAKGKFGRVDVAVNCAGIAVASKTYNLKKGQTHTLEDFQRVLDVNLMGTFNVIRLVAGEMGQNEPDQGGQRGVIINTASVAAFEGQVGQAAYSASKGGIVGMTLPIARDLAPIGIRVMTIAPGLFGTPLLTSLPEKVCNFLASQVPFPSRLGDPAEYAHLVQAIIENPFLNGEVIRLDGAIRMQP
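E. coli-expressed His-tagged HADH2 tested at 20 nM in alkaline Tris buffer (pH 9.0); oxidation of 90 uM beta-hydroxybutyryl-CoA with 1 mM NAD+ tracked fluorimetrically for 4 min.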
Starred values were filed as active, the others as inactive; u = inconclusive; x = not tested or not shown; [ ] = dose if it differs, or a comment. Unless noted, calls come from the whole dose curve; as a rule, active = well fitted curve in the direction sought with a large enough effect; inconclusive = small, poorly fitted or top-dose-only effect, or another doubt; inactive = no such curve, though single readings can be large; an effect the other way counts as inactive or inconclusive. This is a subset; the hit share may differ from the screen's.

smiles	CRE-bla Fsk	Hsp90 Hop PPI	HBB splicing	Ub-GFP proteasome	Tau filament bind	GFP derepression	ERK AVP block	ALOX15 inhib	Pol III holo inh	FLuc inh	HADH2 inhib
COc1ccc(C(O)CNc2ccc(C)cc2)cc1 (centres undefined)	-2%	-6%	-0.2%	-8%	-22%	0%	28%	-19%	-5%	1%	9%
CC(C)(C)NC(=O)c1ccc2c(c1)N(CC(=O)N1CCN(c3ccccc3F)CC1)C(=O)C(C)(C)O2	-3%	-4%	x	-3%	16%	-2%	-29%	0%	-1%	1%	2%
COC(=O)c1[nH]c2cccc(OC)c2c1NC(=O)CN1CC2(C)CC1CC(C)(C)C2 (centres undefined)	u	-6%	0.2%[0.369 µM]	x	32%	-2%	7%	1%	-5%	1%	u
Cc1ccnc(NS(=O)(=O)c2ccc(NS(=O)(=O)c3cccs3)cc2)n1	-10%	0%	-1.8%	-12%	6%	-1%	11%	3%	-8%	-1%	-11%
O=C(CSc1nc2ccccc2[nH]1)c1ccco1	-11%	-2%	-1.4%	-1%	-29%	0%	-20%	-8%	-7%	u	-17%
NCCN	-4%	-3%	-0.7%	x	0%	x	-6%	6%	-5%	x	1%
COC(=O)Cc1c(C)c2cc(Cl)c(OC(=O)c3ccco3)cc2oc1=O	u	1%	-1.3%	-6%	17%	0%	13µM*	-4%	-8%	-1%	x
CC(C)(C)N1C(=O)[C@@H]2[C@H]3C(=CC[C@H]2C1=O)C(=O)[C@H]1O[C@H]1[C@H]3O	x	x	0.1%[9.22 µM]	x	x	x	8%[11.5 µM]	-1%[11.4 µM]	x	-2%[11.4 µM]	u
CC(=O)c1ccc(NC(=O)CCC(=O)OCC(F)(F)C(F)F)cc1	-5%	-4%	0.0%[9.22 µM]	0%	-7%	2%	11%	3%	-1%	3%	4%
O=C(COc1ccc(S(=O)(=O)N2CCCC2)cc1Cl)Nc1ccc2c(c1)OCO2	u	u	0.0%	5%	144%	5%	41%	-23%	0%	2%	2%
C=CCNC(=O)c1cccc(Br)c1	-9%	-1%	0.5%[9.22 µM]	-8%	20%	0%	10%	-3%	-1%	0%	17%
CC(C)(Oc1ccc(Cl)cc1)C(=O)NCCCn1ccnc1	-6%	-2%	0.0%[57.5 µM]	-2%	10%	0%	-8%	19%	u	-1%	11%
N=C(N)[C@H](N=Nc1ccccc1)C(N)=O	-4%[7.6 µM]	-2%[11 µM]	1.9%[9.22 µM]	5%[9.17 µM]	5%[11.4 µM]	-1%[9.22 µM]	6%[11.5 µM]	-8%[11.4 µM]	-3%[11.4 µM]	-1%[11.4 µM]	-24%[11.4 µM]
Cc1cc(S(=O)(=O)NCCN(C)C)c(C)s1	13µM*	-1%	-1.6%	-4%	12%	0%	-6%	1%	0%	-2%	11%
CCOc1nc(-c2ccc(OC)cc2)ccc1-c1noc(-c2cc(OC)c(OC)c(OC)c2)n1	u	1%	1.3%[57.5 µM]	1%	18%	2%	-8%	-1%	-4%	1%	u
OCCn1c(CSc2nnc(-c3ccco3)n2-c2ccccc2)nc2ccc(Cl)cc21	0.2µM*	-2%	-0.3%[57.5 µM]	6%	-12%	4%	5%	-14%	2%	-2%	4%
COc1cc(Cl)c(S(=O)(=O)N2CCN(Cc3ccc4c(c3)OCO4)CC2)cc1Cl	u	0%	-0.6%	10%	-4%	x	x	-10%	-2%	2%	-5%
CC1(C)C=C(c2ccc(O)cc2)CC(C)(C)N1	-5%	-3%	1.9%[9.22 µM]	u	-15%	0%	26%	-6%	0%	-1%	-4%
CC(=O)S[C@H]1CC2=CC(=O)CC[C@@]2(C)[C@H]2CC[C@@]3(C)[C@H](CC[C@]34CCC(=O)O4)[C@@H]12	-16%[17.1 µM]	-1%[26 µM]	-0.7%[20.6 µM]	-10%[20.5 µM]	-6%[25.6 µM]	-2%[20.6 µM]	17%[25.7 µM]	6%[25.6 µM]	-5%[25.6 µM]	4%[25.5 µM]	-3%[25.6 µM]
CN1CCN(C(=O)C2CCN(S(=O)(=O)c3cnc[nH]3)CC2)CC1	-5%	6%	6.0%	9%	0%	3%	20%	-1%	-4%	-1%	-3%
COc1ccc2c3c(c(=O)oc2c1OCC(=O)C(C)(C)C)CCCC3	u	0%	-1.1%	-2%	3%	-6%	-21%	-2%	3%	2%	-16%
O=C1c2ccccc2C(=O)N1c1n[nH]c(CCc2ccccc2)n1	-3%	-3%	0.8%	3%	-3%	0%	17%	7%	1%	-1%	2%
Cc1ccc(CCNC(=O)C2CCCN(S(=O)(=O)c3cnc[nH]3)C2)cc1 (centres undefined)	-7%	3%	-0.7%	-8%	-8%	-2%	-3%	5%	-6%	1%	-2%
Cc1csc(SCC(=O)Nc2ccccn2)n1	u	-7%	-1.9%	-2%	-17%	0%	-16%	-28%	5%	-3%	u
c1ccc(N2CCN(c3nnnn3-c3ccccc3)CC2)cc1	9%	-2%	-0.7%[9.22 µM]	-12%	0%	3%	11%	-18%	-1%	0%	2%
CCOC(=O)N1CCC(NC(=O)C2CCC(Cn3c(=O)[nH]c4ccccc4c3=O)CC2)CC1 (centres undefined)	u	-3%	-1.2%	8%	13%	1%	-10%	1%	-2%	7%	10%
COc1ccc(-n2nnc3c(=O)n(CC(=O)N4CCC(C)CC4)cnc32)cc1	14%	-5%	0.1%	1%	6%	x	x	-1%	-5%	-2%	3%
O=C1CCCc2nc(N3CCN(Cc4ccccc4)CC3)ncc21	21%	0%	-0.8%[1.84 µM]	9%	-1%	4%	-19%	0%	2%	1%	-2%
C(=N/n1c2ccccc2c2ccccc21)/c1ccco1	23%	u	-1.9%	27%	4%	-4%	-20%	u	4%	0%	-13%
O=C(O)c1cccc(N2C(=O)C3CC=C(Cl)CC3C2=O)c1 (centres undefined)	-4%	-1%	1.0%	5%	-13%	-5%	-5%	3%	-6%	0%	-5%

Of the compounds above, 4 contain a furan ring, fused or not.
smiles	CRE-bla Fsk	Hsp90 Hop PPI	HBB splicing	Ub-GFP proteasome	Tau filament bind	GFP derepression	ERK AVP block	ALOX15 inhib	Pol III holo inh	FLuc inh	HADH2 inhib
O=C(CSc1nc2ccccc2[nH]1)c1ccco1	-11%	-2%	-1.4%	-1%	-29%	0%	-20%	-8%	-7%	u	-17%
COC(=O)Cc1c(C)c2cc(Cl)c(OC(=O)c3ccco3)cc2oc1=O	u	1%	-1.3%	-6%	17%	0%	13µM*	-4%	-8%	-1%	x
OCCn1c(CSc2nnc(-c3ccco3)n2-c2ccccc2)nc2ccc(Cl)cc21	0.2µM*	-2%	-0.3%[57.5 µM]	6%	-12%	4%	5%	-14%	2%	-2%	4%
C(=N/n1c2ccccc2c2ccccc21)/c1ccco1	23%	u	-1.9%	27%	4%	-4%	-20%	u	4%	0%	-13%
